Assay outcomes (PubChem BioAssay)
GLS inh: blocks human kidney-isoform glutaminase activity | O94925 | GLS enzymatic activity, qHTS titration | Potency, µM (top dose mostly 45.5 µM), for the others: at the highest dose activity change, negative = inhibition, hits mostly inhibitors | hit rate 0.21% among 410,000; further: on the % scale 0 is the no-effect control and ±100 the full control effect
Target sequence (O94925 whole entry, looked up, canonical isoform): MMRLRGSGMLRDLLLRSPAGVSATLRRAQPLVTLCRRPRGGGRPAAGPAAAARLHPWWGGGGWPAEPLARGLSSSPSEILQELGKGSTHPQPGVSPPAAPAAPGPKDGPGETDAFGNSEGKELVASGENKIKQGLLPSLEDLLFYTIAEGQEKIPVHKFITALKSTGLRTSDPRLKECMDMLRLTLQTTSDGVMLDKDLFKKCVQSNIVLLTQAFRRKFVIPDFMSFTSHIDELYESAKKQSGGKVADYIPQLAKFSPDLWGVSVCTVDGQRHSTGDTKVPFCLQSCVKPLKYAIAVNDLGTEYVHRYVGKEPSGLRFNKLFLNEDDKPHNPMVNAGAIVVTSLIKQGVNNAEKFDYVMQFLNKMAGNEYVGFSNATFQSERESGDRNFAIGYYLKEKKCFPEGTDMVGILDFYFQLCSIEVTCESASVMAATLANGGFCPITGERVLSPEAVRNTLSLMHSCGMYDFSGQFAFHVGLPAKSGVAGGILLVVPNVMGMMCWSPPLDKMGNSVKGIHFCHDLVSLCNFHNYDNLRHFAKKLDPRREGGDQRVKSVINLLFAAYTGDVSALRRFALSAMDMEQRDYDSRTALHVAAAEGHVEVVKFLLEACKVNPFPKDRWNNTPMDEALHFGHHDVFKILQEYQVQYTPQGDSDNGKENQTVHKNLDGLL
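Two-point fluorescence kinetic (t0, 30 min RT) for hKGA; glutamate detected via glutamate oxidase–HRP–Amplex Red. Substrate: 1 mM L-glutamine solution; buffer 45 mM KH2PO4, pH 8.2.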
ERG-DNA inh: blocks human ERG Ets domain binding to DNA; fluorescence polarization, His-ERG Ets domain / labelled DNA; P11308; Potency, µM (doses to about 76.9 µM), for inactives: top-dose FP activity, negative = inhibition, most hits filed as inhibitors; hit rate 0.028% among 370,000; active means well fitted inhibition curve with a large enough effect in the polarisation, with a control signal flat; inconclusive means small, poorly fitted or top-dose-only effect, or effect the other way, or a change in a side signal; inactive means no such curve, though single readings can be large or run the other way; the % refers to the polarisation;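 further: polarization taken with two DNA probes labelled with fluorescein and Texas red; % of control where 0% means no effect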
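His-tagged ERG Ets domain (1 uM in the protein solution; 300mM KCl, 50mM Tris-HCl, 1mM EDTA, 1mM DTT, pH 7.5) received compound, then a probe mix of 5 nM fluorescein-DNA and 100nM Texas-615-DNA. Fluorescence polarization was read for both dyes.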
RGS4 inhibitor: blocks human RGS4-accelerated GTP hydrolysis | Transcreener GDP fluorescence polarization, RGS4-accelerated GTP hydrolysis | Potency, µM (doses to about 114 µM), for the others: at the highest dose activity change, negative = inhibition, usual class: inhibitors | hit rate 0.039% among 390,000 | AID 504845; further: on the % scale 0 is the no-effect control and ±100 the full control effect; nearly all actives have a fitted effect of over 75% in size; some results filed as inactive show a strong effect at the top dose
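MLSMR compounds (23 nl, pin-transferred) preincubated 10 min at room temperature with a 500nM (2x) first reagent, then RGS4 at 900nM (2x) plus Transcreener GDP mix added; fluorescence polarization (620/688 nm) read before and after 90 min at 30 °C.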
JMJD2A Tudor: blocks the human JMJD2A Tudor domain | hit rate 4.4% among 390,000 | AID 504339 | AlphaScreen JMJD2A-Tudor / H3K4me3 peptide binding | Potency, µM (titrated, usually from 114 µM), for the others: at the top dose activity change, negative = inhibition, actives largely listed as inhibitors; further: on the % scale 0 is the no-effect control and ±100 the full control effect; nearly all actives have a fitted effect of over 50% in size
PGK inhibitor: inhibitors of T. brucei phosphoglycerate kinase. PGK/GAPDH coupled, Kinase-Glo luminescence, 60 min. Potency, µM (titrated, usually from 57.5 µM), for inactives: top-dose activity change, negative = inhibition, actives largely listed as inhibitors. hit rate 0.043% among 380,000. AID 602233; further: on the % scale 0 is the no-effect control and ±100 the full control effect; nearly all actives have a fitted effect of over 60% in size
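Recombinant glycosomal PGK reaction used 1,3-bisphosphoglycerate generated in-well by GAPDH (100nM final) in 100mM TEA pH 7.6, 5mM MgCl2, 0.01% Tween-20. After 60 minutes at room temperature, ATP was read by Kinase-Glo Plus luminescence end-point.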
TrxR1 inh: rat TrxR1 inhibition; O89049; recombinant rTrxR1, NADPH fluorescence consumption, selenite substrate; Potency, µM (top dose mostly 114 µM), without a hit: top-dose activity change, negative = inhibition, actives largely listed as inhibitors; hit rate 1% among 390,000; further: on the % scale 0 is the no-effect control and ±100 the full control effect; nearly all actives have a fitted effect of over 65% in size
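Rat TrxR1 (90 nM in the dispensed reagent) was pre-reduced with 400 uM NADPH for 5 min at room temperature, then incubated with compound for 15 min. After 400 uM selenite was added, NADPH fluorescence (Ex 340/Em 450 nm) was followed for 8 min.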
HP1b binding inh: HP1-beta chromodomain-methylated histone interaction inhibition; AID 540317; AlphaScreen HP1-beta / biotin-H3K9me3 peptide binding; Potency, µM (highest dose often 114 µM), for the others: at the highest dose activity change, negative = inhibition, usual class: inhibitors; hit rate 0.56% among 390,000; P83916; further: nearly all actives have a fitted effect of over 70% in size; inactives centre near 23
Target sequence (P83916 whole entry, looked up): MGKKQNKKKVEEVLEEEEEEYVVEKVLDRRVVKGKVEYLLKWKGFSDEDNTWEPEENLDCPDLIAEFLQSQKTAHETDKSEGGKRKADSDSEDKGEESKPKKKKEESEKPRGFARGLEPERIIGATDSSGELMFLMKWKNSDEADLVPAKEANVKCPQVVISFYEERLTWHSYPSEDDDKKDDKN
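Compound inhibition of the preformed complex between 50 nM HP1-beta and 50 nM biotinylated H3K9me3 peptide was read by AlphaScreen. Buffer was PBS pH 7.4 with 0.01% Tween-20. Incubations ran 30 min at room temperature, with 10 ug/mL donor/acceptor beads.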
ALOX12 inh: blocks human arachidonate 12S-lipoxygenase; P18054; purified 12hLO, xylenol orange hydroperoxide absorbance; Potency, µM (doses to about 108 µM), without a hit: at the top dose activity change, negative = inhibition, most hits filed as inhibitors; hit rate 1.1% among 580,000; further: on the % scale 0 is the no-effect control and ±100 the full control effect
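Hydroperoxide product was detected by ferrous iron/xylenol orange as the 573 to 405 nm absorbance ratio. Arachidonic acid at 40 uM (final) was turned over for 30 min at room temperature by 150 nM human 12hLO, pH 7.0 Hepes buffer, after 15 min compound preincubation.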
Pin1 inh: inhibitors of human Pin1 | Pin1 FP peptide displacement, HiFluor488, 10 min | Potency, µM (titrated, usually from 115 µM), without a hit: top-dose activity, negative = inhibition, actives largely listed as inhibitors | hit rate 0.009% among 390,000 | AID 504891; active means well fitted inhibition curve with a large enough effect in the polarisation, with a control signal flat, not every such curve was filed as active; inconclusive means small, poorly fitted or top-dose-only effect, or effect the other way, or a change in a side signal; inactive means no such curve, though single readings can be large or run the other way; the % refers to the polarisation; further: on the % scale 0 is the no-effect control and ±100 the full control effect
Target sequence (Q13526 whole entry, looked up): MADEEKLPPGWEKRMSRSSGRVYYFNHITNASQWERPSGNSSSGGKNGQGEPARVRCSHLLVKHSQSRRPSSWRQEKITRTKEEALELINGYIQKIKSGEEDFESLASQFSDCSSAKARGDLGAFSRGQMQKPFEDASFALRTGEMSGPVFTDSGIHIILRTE
An asterisk follows results filed as active; i = inactive; ? = inconclusive; / = not tested or not shown; [ ] = dose if it differs, or a comment. Unless noted, the call rests on the fitted dose curve; in most records, active means well fitted curve in the direction sought with a large enough effect; inconclusive means small, poorly fitted or top-dose-only effect, or another doubt; inactive means no such curve, though single readings can be large; an effect the other way counts as inactive or inconclusive. Potency means the concentration at half of the fitted maximal effect. Some of the compounds tested; the hit share may differ from the screen's.

SMILES | GLS inh | ERG-DNA inh | RGS4 inhibitor | JMJD2A Tudor | PGK inhibitor | TrxR1 inh | HP1b binding inh | ALOX12 inh | Pin1 inh
Cc1ccc(C2(C)NC(=O)N(CC(=O)NC(=O)NCCC(C)C)C2=O)cc1 (stereo not given) | -3% | / | 27% | -12% | / | 13% | 11% | -1% | -3%
CC(C(=O)N1CCOCC1)N1C(=O)C2C3C=CC(C4CC34)C2C1=O (stereo not given) | 12% | 11% | 2% | -1% | i | 34%[activator][57.1 µM] | 59%[activator] | 16% | 4%
CC1(C)Cc2c(C#N)c(SCCC#N)nc(N3CCOCC3)c2CO1 | -2% | -3% | -9% | -4% | -6% | 4%[57.1 µM] | 25% | -28% | -6%
COc1ccc(C(=O)Nc2cccc(NC(=O)c3ccc(OC)cc3OC)n2)c(OC)c1 | -3% | -2% | -8% | -4% | 5% | 3% | 45%[activator] | 90%[activator] | 4%
COc1cc(N)c(Cl)cc1C(=O)OCC(=O)Nc1cccnc1Cl | -2% | -3% | -2% | -11% | -5% | 10% | 15% | -21% | -1%
CC(NC(=O)/C(C#N)=C/c1ccco1)c1ccccc1 (stereo not given) | -2% | 3% | -18% | -11% | -5% | 2% | 15% | 88%[activator] | 0%
CC1CCc2c(sc(NC(=O)/C=C/c3cccs3)c2C(=O)O)C1 (stereo not given) | 0% | 3% | -14% | -35% | -17% | -15% | -3% | ? | 0%
COc1ccccc1NC(=O)/C(=N/OCc1ccc(F)cc1)C(C)=O | 14% | 11% | 25% | -26% | -7% | -5%[57.1 µM] | 5% | 17% | -2%
C[C@H](NC(=O)[C@@H]1CSC2c3ccccc3C(=O)N21)C(=O)NC1CCCC1 (stereo not given in full) | 1% | 74%[activator] | 6% | -10% | 2% | 15% | 26% | 13% | ?
CC1(c2nnc(Cc3ccccc3)o2)CC(c2ccc([N+](=O)[O-])cc2)=NO1 (stereo not given) | 0% | -1% | -19% | ? | -7% | -7% | 4% | -7% | -6%

An excerpt from above in order of number of heavy atoms, highest first:
SMILES | GLS inh | ERG-DNA inh | RGS4 inhibitor | JMJD2A Tudor | PGK inhibitor | TrxR1 inh | HP1b binding inh | ALOX12 inh | Pin1 inh
COc1ccc(C(=O)Nc2cccc(NC(=O)c3ccc(OC)cc3OC)n2)c(OC)c1 | -3% | -2% | -8% | -4% | 5% | 3% | 45%[activator] | 90%[activator] | 4%
CC1(c2nnc(Cc3ccccc3)o2)CC(c2ccc([N+](=O)[O-])cc2)=NO1 (stereo not given) | 0% | -1% | -19% | ? | -7% | -7% | 4% | -7% | -6%
C[C@H](NC(=O)[C@@H]1CSC2c3ccccc3C(=O)N21)C(=O)NC1CCCC1 (stereo not given in full) | 1% | 74%[activator] | 6% | -10% | 2% | 15% | 26% | 13% | ?
COc1ccccc1NC(=O)/C(=N/OCc1ccc(F)cc1)C(C)=O | 14% | 11% | 25% | -26% | -7% | -5%[57.1 µM] | 5% | 17% | -2%
COc1cc(N)c(Cl)cc1C(=O)OCC(=O)Nc1cccnc1Cl | -2% | -3% | -2% | -11% | -5% | 10% | 15% | -21% | -1%
CC1CCc2c(sc(NC(=O)/C=C/c3cccs3)c2C(=O)O)C1 (stereo not given) | 0% | 3% | -14% | -35% | -17% | -15% | -3% | ? | 0%
CC(NC(=O)/C(C#N)=C/c1ccco1)c1ccccc1 (stereo not given) | -2% | 3% | -18% | -11% | -5% | 2% | 15% | 88%[activator] | 0%

Next section.
SMILES | GLS inh | ERG-DNA inh | RGS4 inhibitor | JMJD2A Tudor | PGK inhibitor | TrxR1 inh | HP1b binding inh | ALOX12 inh | Pin1 inh
CCC1Oc2ccc(C)cc2N(CC(=O)N2CCN(c3ccccc3OC)CC2)C1=O (stereo not given) | 9% | 2% | 22% | -25% | i | 18%[57.1 µM] | 3% | -1% | -1%
CC[C@@]1(C(=O)OC)N[C@H](CN(C)C(=O)Nc2ccc(C)cc2)[C@@H]2C(=O)N(C)C(=O)[C@@H]21 | 2% | 13% | 4% | -29% | -1% | 21% | 10% | -19% | 0%
CCC(=O)N1CCN(c2ccc(NC(=O)COc3ccc(C)cc3C)cc2)CC1 | 26% | -5% | -8% | -35% | i | -4%[57.1 µM] | -19% | -23% | 0%
O=C(Cn1ccc([N+](=O)[O-])n1)N1CCc2ccccc21 | -5% | -4% | -9% | 2% | -2% | 16% | 49%[activator] | 2% | -2%
O=C(N/C(=C\c1cccc([N+](=O)[O-])c1)C(=O)N1CCOCC1)c1cccc(Br)c1 | -3% | -6% | -12% | -8% | -4% | -15% | 15% | -13% | -2%
Cc1ccc(-c2cc(C(=O)Nc3ccc(S(=O)(=O)N4CC(C)OC(C)C4)cc3)[nH]n2)c(O)c1 (stereo not given) | 7% | -3% | -2% | -17% | 8% | -5% | 12% | 3% | -4%
Cc1ccc(N2CC(NC(=O)Cc3cccs3)CC2=O)cc1 (stereo not given) | 7% | -2% | -14% | 0% | 0% | 1%[57.1 µM] | 40%[activator] | 3% | 1%
Cc1ccnc(NC(=O)c2cccc(NC(=O)c3ccccc3C)c2)c1 | -2% | 0% | 8% | -5% | -1% | 5% | 17% | 6% | -4%
Cc1cc(C)c2nc(-c3cccnc3)cc(C(=O)Nc3ccc(S(=O)(=O)Nc4onc(C)c4C)cc3)c2c1 | ? | -8% | -3% | ? | 2% | -2% | -21% | ? | ?
COc1ccc2oc(-c3ccccc3)c(C(=O)O)c2c1 | 7% | -7% | 31% | -9% | -7% | 84%[activator] | 14% | 15% | -5%
CC(=O)c1ccc(N2CCN(S(=O)(=O)c3c(C)nc4sc(C)cn4c3=O)CC2)cc1 | -10% | -3% | -11% | -7% | 7% | -3% | 22% | 0% | -2%
CCN(CC)S(=O)(=O)c1ccc(C(=O)N2CCc3ccccc32)cc1 | 3% | 2% | 14% | -8% | 3% | -3% | 18% | 1% | -1%
CCCCCOC(=O)Nc1ccc(S(=O)(=O)Nn2cnnc2)cc1 | 1% | / | -36% | 89µM* | / | 34% | -2% | -11% | -12%
Cc1ccc(NC(=O)c2noc3c2CC(C(C)(C)C)CC3)cc1 (stereo not given) | 2% | -2% | 10%[11.4 µM] | -1%[57.1 µM] | -9% | 11%[57.1 µM] | 14% | 9% | 3%
CC(C)(C)OC(=O)C1C(=O)CC(C)(O)C(C(=O)OC(C)(C)C)C1c1cccnc1 (stereo not given) | 1% | -18% | -21% | -8% | -6% | 8% | 43%[activator] | 0% | 1%
CS(=O)(=O)c1ccc(-c2sc3cc4c(cc3c2C(=O)NN2CCOCC2)OCO4)cc1 | 5% | 5% | -50% | ? | 8% | ? | -5% | ? | -7%
Cc1nc(C)c(-c2ccc(SCc3ccccc3C)nn2)s1 | 2% | -15% | 2% | -9% | -2% | 3% | 67%[activator] | 0% | 0%
Cn1c(=O)c2[nH]c(N3CCOCC3)nc2n(-c2ccccc2)c1=O | 33%[activator] | -3% | -13% | -9% | -2% | 9% | 32% | 14% | 3%
COc1ccc(CC(=O)Nc2c3c(nn2-c2ccccc2C)CS(=O)C3)cc1 (stereo not given) | 1% | 14% | 18% | -4% | i | 16% | 21% | -4% | 3%
COc1ccc(S(=O)NC2CCCCC2)c(OC)c1C (stereo not given) | 24% | -5% | 1% | ? | 9% | -12%[57.1 µM] | 56%[activator] | -15% | -4%
CC1CCCCN1S(=O)(=O)c1ccc2[nH]c(=O)cc(C(=O)NCCc3ccc(Cl)cc3)c2c1 (stereo not given) | 7% | 3% | 4% | -19% | i | 14%[57.1 µM] | 34% | -7% | 2%
CC(OC(=O)CNC(=O)c1ccc(Cl)cc1)C(=O)NC1CCCCC1C (stereo not given) | 5% | -5% | 11% | -12% | 3% | 3%[57.1 µM] | 16% | 0% | 9%
Nc1nc2ccccc2n1CCOc1ccccc1Cl | -2% | -6% | -16% | -9% | -17% | -4% | 26% | 329%[activator] | 3%
C[C@H]1C=C(C(=O)N2CCN(Cc3ccc4c(c3)OCO4)CC2)O[C@@H](OCc2ccc(CO)cc2)C1 | 2% | 0% | 21% | -16% | 6% | -4% | 18% | 14% | 3%
COc1ccccc1-c1c(NC(=O)c2ccco2)n(C)c2ccccc2c1=O | 0% | 3% | -11% | -5% | -12% | 13% | 4% | 479%[activator] | -6%
NC(=O)c1ccccc1N/C=C/C(=O)c1ccco1 | -6% | 5% | -2% | -10% | -6% | -21% | 23% | 0% | 4%
